Screens: PubChem BioAssay, National Center for Advancing Translational Sciences (NCATS)
TRHR ag – TRH receptor (human) agonism. P34981. actives 0.18% (n = 360,000). TRHR cells, calcium flux fluo-8, FDSS agonist mode. AID 493084. activation, % at 2 µM; in the data active = activation above about 30%; also: 0% is about no effect
Target sequence (P34981 whole entry, looked up): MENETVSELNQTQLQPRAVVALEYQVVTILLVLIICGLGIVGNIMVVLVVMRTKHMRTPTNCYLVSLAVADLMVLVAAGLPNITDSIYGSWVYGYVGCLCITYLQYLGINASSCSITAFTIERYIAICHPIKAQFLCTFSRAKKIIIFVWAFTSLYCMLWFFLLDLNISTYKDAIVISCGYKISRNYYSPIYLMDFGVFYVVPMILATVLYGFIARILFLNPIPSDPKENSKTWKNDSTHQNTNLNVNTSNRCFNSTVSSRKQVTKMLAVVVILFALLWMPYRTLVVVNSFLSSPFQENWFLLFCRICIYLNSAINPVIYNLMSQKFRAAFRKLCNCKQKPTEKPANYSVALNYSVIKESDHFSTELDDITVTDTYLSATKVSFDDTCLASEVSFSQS
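TRHR-expressing cells loaded with fluo-8 calcium dye; 23 nL library compound pin-transferred, kinetic FDSS fluorescence (Ex 480/Em 530) recorded about 180 s for agonist-induced calcium release, before a 10 nM TRH EC20 addition for potentiator mode.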
RXFP1 agonist – activates the human relaxin receptor RXFP1; Potency, µM (top dose mostly 57.5 µM), inactives show at the highest dose activation, actives largely listed as activators; Q9HBX9; AID 2676; actives 0.3% (n = 370,000); HEK293T-RXFP1 cAMP TR-FRET, 30 min; response scale: percent of porcine relaxin response, buffer zero; also: potency is read from the fitted curve at half-maximal effect; % is scaled to controls: 0 for no effect and ±100 for the full control effect; nearly all actives have a fitted effect of over 60% in size; many of its hits are not listed in these tables
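cAMP rise read by TR-FRET after 30 min, 37C compound exposure (up to 58 uM) in RXFP1-transfected HEK293 cells with Ro 20174 present. EC50 from Hill-equation fits, with 29 nM porcine relaxin as 100% and buffer as basal.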
Apoferritin bind – binds horse apoferritin like a general anesthetic. actives 0.074% (n = 350,000). apoferritin/1-aminoanthracene competitive binding, fluorescence. Potency, µM (highest dose often 77.5 µM), without a hit: at the top dose activity change, negative = displacement, actives largely listed as inhibitors; also: potency is read from the fitted curve at half-maximal effect; % is scaled to controls: 0 for no effect and ±100 for the full control effect; nearly all actives have a fitted effect of over 20% in size
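Concentration-response curves derived by four-parameter Hill fitting of normalized fluorescence, where compounds displaced 1-AMA from 10 uM horse apoferritin following a brief 10 min room-temperature incubation; propofol titration acted as positive control.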
D2 potentiator – D2 dopamine receptor (human) potentiation. potentiation, % at 10 µM. AID 485347. HEK293 T-REx D2, calcium flux, EC20 dopamine potentiation. actives 0.34% (n = 340,000);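 active = potentiation over 3 SD above the plate norm, cut at about 30% in these data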; also: 0% is about no effect
Target sequence (P14416 whole entry, looked up): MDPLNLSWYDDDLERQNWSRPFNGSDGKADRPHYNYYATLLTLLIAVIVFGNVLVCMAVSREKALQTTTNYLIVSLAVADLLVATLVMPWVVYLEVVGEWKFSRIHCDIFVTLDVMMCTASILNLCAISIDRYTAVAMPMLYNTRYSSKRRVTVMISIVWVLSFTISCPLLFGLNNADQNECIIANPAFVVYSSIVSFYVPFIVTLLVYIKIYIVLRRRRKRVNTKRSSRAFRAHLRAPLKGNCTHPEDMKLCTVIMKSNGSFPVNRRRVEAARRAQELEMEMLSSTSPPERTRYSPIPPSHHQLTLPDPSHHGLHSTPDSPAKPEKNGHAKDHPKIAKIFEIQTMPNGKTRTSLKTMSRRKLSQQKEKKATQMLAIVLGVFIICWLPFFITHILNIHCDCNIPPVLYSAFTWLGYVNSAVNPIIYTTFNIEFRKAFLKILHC
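Potentiation of an EC20 dopamine calcium response measured kinetically over 180 s, after a preceding 180 s compound-only read flagging agonists. Cells: inducible Hek293 Trex D2 line, 4000/well, cultured overnight at 30 C before dye loading.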
D1 ag – agonists of human D1 dopamine receptor. AID 504660. activation, % at 2 µM. actives 1% (n = 360,000). HEK293 T-REx D1 cells, calcium flux, agonist mode. P21728; in the data active = activation above about 30%; also: 0% is about no effect
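Tetracycline-induced HEK293 TREx D1 cells, force-coupled to calcium signalling, were dye-loaded with a no-wash calcium kit. Compound was pin-added after a 10 s baseline. Fluorescence was read kinetically at 1 cycle/s for 180 s, with calcium rises flagged as agonism.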
D1 antag – antagonists of human D1 dopamine receptor; P21728; HEK293 TREx D1 cells, calcium flux, dopamine EC80; stronger effect = lower value; activity change, negative = inhibition, % at 10 µM; actives 3.2% (n = 360,000); AID 504652; in the data active = activity change below about -30%; also: % is scaled to controls: 0 for no effect and ±100 for the full control effect
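HEK293 T-REx cells expressing inducible, force-coupled D1 receptor; no-wash Ca dye, 30–90 min RT. Cmpd → 180 s read at 1 Hz → EC80 DA → 180 s read.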
D1 PAM – potentiators of human D1 dopamine receptor. P21728. HEK293 TREx D1 cells, calcium flux, dopamine EC20 potentiation. potentiation, % at 10 µM. actives 0.036% (n = 360,000); in the data active = potentiation above about 30%; also: 0% is about no effect
TRHR enhancer – allosteric enhancers of human TRH receptor; AID 493056; TRHR cells, fluo-8 calcium fluorescence, EC20 TRH enhancement; actives 0.66% (n = 360,000); P34981; enhancement, % at 2 µM; in the data active = enhancement above about 30%; also: 0% is about no effect
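Enhancer read-out: after compound pinning and an initial kinetic agonist-mode read, an EC20 of TRH (10 nM final) was injected and fluo-8 calcium signal (Ex 480/Em 530) followed at 1 s/cycle for 100 cycles in TRHR-expressing cells.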
RXFP1 antagonist – blocks the human relaxin receptor RXFP1; Q9HBX9; HEK293-RXFP1, relaxin-stimulated cAMP HTRF, 30 min; stronger effect = lower value; activity change, negative = inhibition, % at 57.5 µM; actives 0.59% (n = 350,000); AID 1259400;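 active = activity change of -60% or lower, but not beyond a set lower limit; inconclusive = change between -60% and -40%, or beyond the set limit; inactive = change above -40%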; also: % is scaled to controls: 0 for no effect and ±100 for the full control effect
* marks the source's active call; other numbers are inactive results; ? = inconclusive; . = no result given; & = joins results of further samples. Unless noted, calls follow the shape of the dose curve; as a rule, active = well fitted curve in the direction sought with a large enough effect; inconclusive = small, poorly fitted or top-dose-only effect, or another doubt; inactive = no such curve, though single readings can be large; an effect the other way counts as inactive or inconclusive. An excerpt; the hit share may differ from the screen's.

1) Cc1occc1C(=O)Nc1cccc(Cl)c1Cl
2) CCC1CCC(C(=O)NC(CCSC)C(=O)NCCN(CC(C)C)CC(C)C)CC1 (centres undefined)
3) C/C(=N/NC(=O)CNC(=O)c1ccc2c(c1)OCO2)c1ccc2c(c1)CCCC2
4) CC(NC(=O)c1ccc(Cl)cc1)C(=O)NC1=NCCS1 (centres undefined)
5) O=C(NCc1ccccc1Cl)c1cnc2sc(N3CCCCC3)nn2c1=O
6) Cn1c(NCCO)nc2c1c(=O)n(Cc1cccc(F)c1)c(=O)n2C

| screen / no. | 1 | 2 | 3 | 4 | 5 | 6 |
| --- | --- | --- | --- | --- | --- | --- |
| TRHR ag | -0.4 | 0.0 | -1.6 | 0.1 | -0.8 | 0.1 |
| RXFP1 agonist | -0.7% | -0.3% | 0.6% | 4.2% | 1.1% | 14% |
| Apoferritin bind | ? | -9% | ? | -7% | 3% | -1% |
| D2 potentiator | 2 | . | -21 | 6 | . | -8 |
| D1 ag | 9 | -1 | 3 | 2 | 2 | 0 |
| D1 antag | -12 | 11 | 12 | -2 | 4 | -5 |
| D1 PAM | -6 | 0 | 0 | -2 | -1 | 1 |
| TRHR enhancer | 5 | -1 | 6 | 7 | -5 | 0 |
| RXFP1 antagonist | 3 | -20 | -17 | -16 | -4 | . |

7) Cc1ccc2sc(N3CCN(C(=O)CCS(=O)(=O)c4ccc(F)cc4)CC3)nc2c1C
8) CCC1CCC2(CC1)SCC(=O)N2c1ccccc1 (centres undefined)
9) CCOc1ccc(C(=O)CC(C(=O)O)N2CCCCC2)cc1 (centres undefined)
10) CN(C)CCN(C(=O)c1ccc(S(=O)(=O)N(C)CC2CCCO2)cc1)c1nc2cc3c(cc2s1)OCO3 (centres undefined)
11) CCCCn1c(N)c(Br)c(=O)[nH]c1=O
12) CNNC(=O)C(=O)NNS(=O)(=O)c1ccccc1

| screen / no. | 7 | 8 | 9 | 10 | 11 | 12 |
| --- | --- | --- | --- | --- | --- | --- |
| TRHR ag | 0.1 | -1.6 | -1.0 | 0.5 | -0.1 | 0.1 |
| RXFP1 agonist | -1.4% | -0.7% | 0.2% | -3.0% | -0.3% | -3.2% |
| Apoferritin bind | -1% | -6% | . | -12% | -3% | 6% |
| D2 potentiator | 24 | -4 | -3 | -6 | 3 | 1 |
| D1 ag | 16 | 0 | 4 | 1 | 6 | 4 |
| D1 antag | . | 5 | 19 | -9 | 1 | -10 |
| D1 PAM | -2 | 1 | -3 | 0 | -4 | -1 |
| TRHR enhancer | 2 | -4 | -1 | -3 | -2 | -4 |
| RXFP1 antagonist | . | -3 | ? | -22 | 2 | 5 |

13) C=CCn1cc(C(=O)OCC)c(=O)c2ccc(F)cc21
14) Cc1ccc2c(cnn2C(=O)CCC(=O)N2CCCCC2C)c1 (centres undefined)
15) CCN(CC)CC(=O)NN(Cc1ccccc1)c1ccccc1
16) CCOC(=O)CSc1nc(C(C)(C)C)cc(C(F)(F)F)c1C#N
17) COc1cccc(N/C(N)=N/c2nc(C)cc(=O)[nH]2)c1
18) CNCc1ccccc1OCC(=O)Nc1ccccc1

| screen / no. | 13 | 14 | 15 | 16 | 17 | 18 |
| --- | --- | --- | --- | --- | --- | --- |
| TRHR ag | 0.2 | -0.2 | 0.3 | 0.9 | 1.0 | 0.3 |
| RXFP1 agonist | -0.5% | 3.0% | 2.6% | 2.9% | 0.9% | 1.1% |
| Apoferritin bind | -7% | ? | 6% | -9% | -5% | -6% |
| D2 potentiator | . | 12 | -5 | -1 | -4 | 5 |
| D1 ag | 1 | -1 | 2 | 4 | -2 | 3 |
| D1 antag | -21 | 6 | 5 | -24 | -5 | 6 |
| D1 PAM | -2 | 2 | -4 | 6 | 4 | 0 |
| TRHR enhancer | 13 | 0 | -7 | -10 | -8 | 11 |
| RXFP1 antagonist | 1 | -3 | 9 | -10 | -4 | -4 |

19) COc1ccc(C=C2c3ccccc3C(=O)c3ccccc32)c(OC)c1
20) Cc1cc(S(=O)(=O)N2CCCCC2CCNC(=O)C(=O)NCc2cccnc2)ccc1F (centres undefined)
21) Fc1ccc(NCc2ccccc2-c2nnc(-c3ccccc3Cl)o2)cc1
22) Cc1cc(OC(=O)c2ccc(Cl)cc2)cc(=O)n1C
23) CCOc1ccc(N(CC)C(=O)c2cc3c(s2)-c2ccc(Cl)cc2SC3)cc1
24) COc1ccc(/C=N/NC(=O)c2sccc2OCc2ccc(F)cc2)cc1OC

| screen / no. | 19 | 20 | 21 | 22 | 23 | 24 |
| --- | --- | --- | --- | --- | --- | --- |
| TRHR ag | 0.3 | -0.4 | 0.0 | -0.6 | -2.1 | -0.8 |
| RXFP1 agonist | 2.7% | 0.6% | 4.4% | 2.8% | 2.6% | 3.0% |
| Apoferritin bind | 8% | . | 1% | -9% | ? | -12% |
| D2 potentiator | -7 | 2 | -3 | -3 | 7 | -8 |
| D1 ag | 2 | 1 | -1 | 0 | 3 | 1 |
| D1 antag | -22 | -8 | 9 | 5 | 3 | -19 |
| D1 PAM | 4 | -1 | 0 | -6 | -3 | 1 |
| TRHR enhancer | -3 | -1 | -1 | -2 | 3 | -4 |
| RXFP1 antagonist | . | -2 | -5 | -20 | -9 | 1 |

25) Cc1cccc(C)c1NC(=O)CS(=O)(=O)c1nc(-c2ccc(Cl)cc2)cn1-c1ccccc1
26) CCCc1ccc2oc(C(=O)N(Cc3nccn3C)C(C)C)c(C)c2c1
27) COc1ccc(NC(=O)CCCN2C(=O)C(c3ccccc3)Oc3cccnc32)cc1OC (centres undefined)
28) O=C(CN1CCN(c2ccccc2O)CC1)Nc1ccccc1C(=O)NCCc1ccccc1
29) CCOc1ccccc1-c1cc(-c2n[nH]c(=S)n2CC)c2ccccc2n1
30) O=C1CCc2cc(NS(=O)(=O)c3ccc(F)cc3)cc3c2N1CC3

| screen / no. | 25 | 26 | 27 | 28 | 29 | 30 |
| --- | --- | --- | --- | --- | --- | --- |
| TRHR ag | 0.4 | 0.1 | -0.9&-1.8 | -0.4 | 0.1 | 1.3 |
| RXFP1 agonist | -0.8% | 0.7% | 0.8%&-2.4% | 3.0% | 1.9% | 3.0% |
| Apoferritin bind | 4% | -5% | ? | . | 0% | . |
| D2 potentiator | -22 | -4 | -8&2 | 9 | 4 | -15 |
| D1 ag | 5 | 2 | 1&2 | 0 | 3 | 2 |
| D1 antag | 10 | 10 | -13&1 | -41* | -1 | -1 |
| D1 PAM | 2 | 0 | -7&-5 | 5 | -5 | -5 |
| TRHR enhancer | 1 | -3 | -6&0 | 10 | 2 | 0 |
| RXFP1 antagonist | -34 | -5 | 14 | 3 | 24 | 9 |

31) COC(=O)c1[nH]c2cccc(OC)c2c1NC(=O)CN1CCC(C(N)=O)(N2CCCCC2)CC1
32) O=C(N/N=C/c1ccc(Cl)cc1)c1n[nH]c2c1CCCC2
33) COCC(=O)N(Cc1cc2cccc(C)c2[nH]c1=O)c1ccccc1
34) CCc1ccc(C2=CC(c3cccc(C)c3)n3c(nc4ccccc43)N2)cc1 (centres undefined)
35) CCOc1cc(/C=C(\C#N)C(=O)Nc2ccc(OC)cc2)ccc1OCc1cc(=O)n2nc(CC)sc2n1
36) CC(/C=C/c1ccccc1)=N/NC(=O)C(O)c1ccccc1 (centres undefined)

| screen / no. | 31 | 32 | 33 | 34 | 35 | 36 |
| --- | --- | --- | --- | --- | --- | --- |
| TRHR ag | 0.3 | -0.2 | 0.0 | 2.0 | -0.4 | 0.4 |
| RXFP1 agonist | -0.1% | -1.3% | 0.1% | 0.0% | -0.6% | -1.3% |
| Apoferritin bind | -8% | -3% | 0% | 1% | -4% | 7% |
| D2 potentiator | -8 | -1 | 0 | 11 | 21 | 5 |
| D1 ag | 2 | 1 | 5 | 7 | -1 | 1 |
| D1 antag | 6 | -4 | -4 | 0 | 29 | 0 |
| D1 PAM | -4 | 2 | -8 | -2 | 1 | 3 |
| TRHR enhancer | 10 | 9 | 19 | 2 | 2 | -12 |
| RXFP1 antagonist | 8 | -30 | 11 | -8 | . | 4 |

37) CCCCC(O)(CCCC)C(=O)NNc1ccccc1
38) O=C(NCCCn1ccnc1)c1noc2c1CCc1ccccc1-2
39) CCS(=O)(=O)N1Cc2ccccc2CC1C(=O)Nc1cccc(OC)c1 (centres undefined)
40) O=C(NC(N1CCOCC1)C(Cl)(Cl)Cl)c1ccco1 (centres undefined)

| screen / no. | 37 | 38 | 39 | 40 |
| --- | --- | --- | --- | --- |
| TRHR ag | -0.4 | 0.0 | -2.5 | -0.8 |
| RXFP1 agonist | 0.6% | -0.5% | -1.4% | -0.8% |
| Apoferritin bind | 2% | -12% | -11% | 0% |
| D2 potentiator | 7 | -24 | 0 | -7 |
| D1 ag | 0 | 1 | 1 | 14 |
| D1 antag | 5 | 30 | 7 | 2 |
| D1 PAM | 1 | -2 | 1 | -4 |
| TRHR enhancer | -3 | 5 | -8 | 5 |
| RXFP1 antagonist | 6 | 8 | -11 | -2 |
